# CRFBP-R2 block: antagonists of CRF-BP/CRF-R2 complex, primary screen, cell-based, HEK293, calcium dye fluorescence, uHTS. CRF-induced calcium fluorescence. inhibition, % at 11.8 µM. actives 0.59% (n = 350,000). AID 588475, 2011;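 active means inhibition of the ligand-induced calcium signal above about 50% at the single tested concentration, limit read from the data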
# CRFBP-R2 agonist: agonists of CRF-BP/CRF-R2 complex, primary screen, cell-based, HEK293, calcium dye fluorescence, uHTS; CRF-binding protein / CRF receptor 2 complex (human); calcium dye fluorescence (FLIPR); percent of saturating CRF peptide response; activation, % at 13.2 µM; actives 0.46% (n = 350,000);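 active means activation of at least 50%, plus an integration ratio under a set limit after plate pattern correction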;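 further: plate controls were neutral control wells without compound for no effect and CRF at EC100 for full effect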
# TAAR1 ag: human TAAR1 agonists, primary screen, Fluo-8 calcium fluorescence, CHO RD-HGA16 cells. Trace amine-associated receptor 1 (Homo sapiens), Q96RJ0. vehicle wells 0%, saturating PEA agonist 100%. activation, % at 3 µM. actives 0.99% (n = 360,000);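 active means activation above the mean activation of all test compounds in the run plus 3 SD, cut at about 38% in these data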
# Target sequence (Q96RJ0 whole entry, looked up): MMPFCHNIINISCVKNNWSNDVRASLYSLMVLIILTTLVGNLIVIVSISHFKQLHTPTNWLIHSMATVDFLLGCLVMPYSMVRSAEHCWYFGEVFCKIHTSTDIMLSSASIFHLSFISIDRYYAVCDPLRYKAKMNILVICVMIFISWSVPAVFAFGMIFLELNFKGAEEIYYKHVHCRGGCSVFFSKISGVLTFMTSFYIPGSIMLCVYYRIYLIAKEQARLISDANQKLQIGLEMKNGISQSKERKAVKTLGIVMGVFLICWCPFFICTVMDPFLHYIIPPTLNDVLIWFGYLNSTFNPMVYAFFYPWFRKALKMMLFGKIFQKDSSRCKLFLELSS
#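 Assay system – CHO-derived RD-HGA16 cells with stable Gα16 and human TAAR1 · Compound dosing – one-point dosing at 3 µM (nominal) · Incubation – 17-24 h seeding, 75 min 37 °C dye, 30 min RT · Measured by – kinetic Fluo-8 calcium fluorescence · Control set – DMSO vehicle as 0%, PEA at EC100 as 100% · Repeats – single well for each compound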
# M5 antag: human M5 muscarinic receptor antagonists, primary screen, CHO cells, Fluo-8 calcium fluorescence | CHO-hM5 cells, ACh EC80 | inhibition, % at 3 µM | actives 0.59% (n = 360,000) | Muscarinic acetylcholine receptor M5 (Homo sapiens), P08912;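 active means inhibition above a per-plate cutoff, the mean of that plate's test compounds plus 3 SD, cut at about 27% in these data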;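 further: 0% = acetylcholine EC80 with DMSO and 100% = DMSO without agonist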
# CHO-K1 Ca PAM: nonselective calcium activators in parental CHO-K1 cells, primary screen, counter-screen for M1 PAM project, cell-based, Fluo-8 calcium fluorescence, full deck, 1536-well; actives 0.02% (n = 360,000); ATP EC20; 0% at ATP EC20, 100% at ATP max; activation, % at 3 µM;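 active means activation above the run cutoff, the mean activation of all test compounds plus 3 SD, cut at about 40% in these data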;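 further: peak over basal fluorescence ratio in a 140 s read after ATP addition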
# CHRM5 agonist: human M5 muscarinic receptor agonists, primary screen, CHO-K1 cells, Fluo-8 calcium fluorescence | CHO-K1 hM5 cells; 0% DMSO wells, 100% maximal acetylcholine response | activation, % at 3 µM | actives 0.19% (n = 360,000) | AID 624037, 2012;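 active means activation above the run's mean over test compounds plus 3 SD, cut at about 23% in these data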;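 further: signal is peak over basal fluorescence ratio across the kinetic read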
# TAAR1 antagonist: human TAAR1 antagonists, primary screen, Fluo-8 calcium fluorescence, CHO RD-HGA16 cells | AID 624466, 2012 | Trace amine-associated receptor 1 (Homo sapiens), Q96RJ0 | actives 1.5% (n = 360,000) | antagonist | inhibition, % at 3 µM;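 active means inhibition above a per-plate cutoff, the mean inhibition of test compounds on that plate plus 3 SD, cut at about 49% in these data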;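 further: 0% = DMSO plus EC80 beta-PEA response and 100% = DMSO alone without agonist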
#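 System: RD-HGA16 CHO cells with stable hTAAR1 and Gα16 | Probe or stimulus: EC80 β-phenethylamine stimulus | Dosing: 3 µM, single point | Times: Dye loading 75 min at 37 °C, then 30 min room temperature | Measured by: Fluo-8 calcium-sensitive fluorescence | Read-out basis: % inhibition of agonist calcium response | Replicates: n of 1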
# M4 PAM: human M4 muscarinic receptor positive allosteric modulators, primary screen, CHO-K1 cells, Fluo-8 calcium fluorescence; AID 624126, 2012; CHO-K1 hM4/Gqi5, ACh EC20; 0% = ACh EC20, 100% = maximal ACh; activation, % at 3 µM; actives 0.4% (n = 360,000);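 active means activation above its plate's cutoff, the mean activation of sample wells plus 3 SD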; further: some results filed as inactive read as strong as hits
# Target sequence (P08173 whole entry, looked up): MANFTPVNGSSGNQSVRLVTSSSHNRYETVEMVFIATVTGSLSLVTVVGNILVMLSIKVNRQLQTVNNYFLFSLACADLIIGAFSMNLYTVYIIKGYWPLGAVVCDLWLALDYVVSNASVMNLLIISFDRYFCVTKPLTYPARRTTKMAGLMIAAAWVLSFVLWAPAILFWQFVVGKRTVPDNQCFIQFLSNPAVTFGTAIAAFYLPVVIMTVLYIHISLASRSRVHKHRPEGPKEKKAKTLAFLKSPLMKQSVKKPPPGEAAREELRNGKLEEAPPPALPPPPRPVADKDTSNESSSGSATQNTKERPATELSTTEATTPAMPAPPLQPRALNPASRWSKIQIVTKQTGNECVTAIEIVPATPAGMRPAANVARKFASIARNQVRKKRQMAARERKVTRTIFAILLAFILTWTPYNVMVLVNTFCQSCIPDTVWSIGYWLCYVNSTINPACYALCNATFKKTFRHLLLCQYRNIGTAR
# M5 PAM: human M5 muscarinic receptor positive allosteric modulators, primary screen, CHO-K1 cells, Fluo-8 calcium fluorescence | Muscarinic acetylcholine receptor M5 (Homo sapiens), P08912 | CHO-K1 hM5, ACh EC20 PAM; 0% = ACh EC20, 100% = ACh EC100 | activation, % at 3 µM | actives 0.3% (n = 360,000);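 active means activation above the run cutoff, the mean activation of all test compounds plus 3 SD, cut at about 18% in these data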
#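 system = human M5 receptor in CHO-K1 cells | compound = one concentration, 3 µM final (nominal) | schedule = Post-acetylcholine fluorescence recording 140 s | signal = Fluo-8 calcium dye fluorescence, kinetic read | benchmarks = low control EC20 acetylcholine (0%), high control EC100 acetylcholine (100%) | repeats = singlicate, one well per test compound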
# * hit, by the source's call; . = not tested or not shown. The order is random; any-hit rate near 4.2%.
SMILES,CRFBP-R2 block,CRFBP-R2 agonist,TAAR1 ag,M5 antag,CHO-K1 Ca PAM,CHRM5 agonist,TAAR1 antagonist,M4 PAM,M5 PAM
CCOP(=O)(OCC)C(NC(=O)Nc1ccccc1)c1ccccc1 (stereo not drawn),-12,0.0,1,8,14,0,-10,5,-6
Cc1ccc(CC(=O)Nc2ccc(Cl)cn2)cc1,19,-0.6,9,8,-11,-4,-16,-2,-18
O=C(O)C(SC(C(=O)O)c1ccccc1)c1ccccc1 (stereo not drawn),10,2.2,0,-3,20,3,6,6,2
COc1ccc(Br)c(C=O)c1OS(=O)(=O)c1ccc(C)cc1,-8,2.0,4,3,-6,4,0,-1,-1
CC(C)c1ccc(C(=O)NCc2ccc(Cl)cc2)cc1,13,0.1,0,7,-9,-6,19,-6,-7
Cc1cc([N+](=O)[O-])nn1CC(=O)NCc1ccco1,0,-1.3,0,-2,17,0,4,10,4
O=C(c1cc(Cl)ccc1O)N1CCN(S(=O)(=O)Cc2ccccc2)CC1,-6,-1.7,8,2,16,3,15,5,-1
COc1ccc(C(C)=O)cc1CSC(=N)N,-16,-3.2,8,12,14,-11,-8,-8,1
Cc1cccc(-c2nc3c(c(SCC(=O)N4CCOCC4)n2)COC(C)(C)C3)c1,-7,0.5,5,-3,23,-4,1,6,-1
N#CCSc1ncnc2ccccc12,-6,-3.1,2,2,-6,1,4,16,16
N#CC(C(=O)NCCc1ccccc1)c1nc2ccccc2nc1N1CCOCC1 (stereo not drawn),-1,18,26,1,4,1,1,1,-6
CNc1nc2ccccc2n1N,-9,1.1,1,4,-2,-3,-8,-5,-4
CNC(=O)c1cc2ncc(C(F)(F)F)cc2s1,-10,-0.4,0,-1,13,-1,-6,-9,-3
Cc1cccc(C)c1N1CCN(C(=O)N2CCCCC2)CC1,6,-1.3,9,1,15,-3,-4,-1,3
Oc1cccnc1CCc1ccccc1,17,0.9,10,-9,-1,0,2,-3,1
COC(=O)c1ccc(NC(=S)NNC(=O)CC(C)C)cc1,9,-2.3,2,10,-7,-1,-14,-3,-6
COc1ccc(NC(=O)CN2C(=O)NC3(CC(C)CC(C)(C)C3)C2=O)cc1S(=O)(=O)N1CCCCC1 (stereo not drawn),0,0.0,1,1,2,-1,-18,-4,0
CCOc1ccc(OCC)c(NC(=O)C2CCN(S(=O)(=O)c3cccnc3)CC2)c1,3,1.3,8,3,11,1,-6,-3,-2
Cc1cc(N2C(=O)C(O)=C(C(=O)c3cccs3)C2c2cccc(Br)c2)no1 (stereo not drawn),-8,-1.1,2,-10,2,10,-13,-6,6
O=C(CSc1nc2ccccc2c(=O)n1CCCO)NCc1ccccc1,-2,0.4,0,-6,-7,4,-5,-1,2
CN(CC(=O)Nc1cc([N+](=O)[O-])ccc1Cl)Cc1ccc(Br)cc1,-5,-0.9,4,0,4,-8,11,-5,3
Cc1cccc(CSc2nnc([C@@H]3CCCN3C(=O)OC(C)(C)C)o2)c1,-9,-0.2,2,4,17,6,3,-25,-6
O=C(O)C/C(=C\c1ccc(N2CCOCC2)c([N+](=O)[O-])c1)c1nc2ccccc2s1,14,-3.4,1,-6,12,3,-19,12,9
CCOc1ccc(N2CC(C(=O)NCCc3ccccc3)CC2=O)cc1 (stereo not drawn),-4,0.0,2,20,13,-4,-10,0,-5
CCOC(=O)C1CCN(C(=O)COC(=O)C2CCN(S(=O)(=O)c3ccc4c(c3)OCCO4)CC2)CC1,-18,-1.7,2,5,12,-4,-4,3,-5

# Sorted by molecular weight (lowest first): some entries from above
SMILES,CRFBP-R2 block,CRFBP-R2 agonist,TAAR1 ag,M5 antag,CHO-K1 Ca PAM,CHRM5 agonist,TAAR1 antagonist,M4 PAM,M5 PAM
CNC(=O)c1cc2ncc(C(F)(F)F)cc2s1,-10,-0.4,0,-1,13,-1,-6,-9,-3
Cc1cc([N+](=O)[O-])nn1CC(=O)NCc1ccco1,0,-1.3,0,-2,17,0,4,10,4
Cc1cccc(C)c1N1CCN(C(=O)N2CCCCC2)CC1,6,-1.3,9,1,15,-3,-4,-1,3
CCOc1ccc(N2CC(C(=O)NCCc3ccccc3)CC2=O)cc1 (stereo not drawn),-4,0.0,2,20,13,-4,-10,0,-5
Cc1cccc(CSc2nnc([C@@H]3CCCN3C(=O)OC(C)(C)C)o2)c1,-9,-0.2,2,4,17,6,3,-25,-6
O=C(CSc1nc2ccccc2c(=O)n1CCCO)NCc1ccccc1,-2,0.4,0,-6,-7,4,-5,-1,2
O=C(c1cc(Cl)ccc1O)N1CCN(S(=O)(=O)Cc2ccccc2)CC1,-6,-1.7,8,2,16,3,15,5,-1
N#CC(C(=O)NCCc1ccccc1)c1nc2ccccc2nc1N1CCOCC1 (stereo not drawn),-1,18,26,1,4,1,1,1,-6
O=C(O)C/C(=C\c1ccc(N2CCOCC2)c([N+](=O)[O-])c1)c1nc2ccccc2s1,14,-3.4,1,-6,12,3,-19,12,9
CCOc1ccc(OCC)c(NC(=O)C2CCN(S(=O)(=O)c3cccnc3)CC2)c1,3,1.3,8,3,11,1,-6,-3,-2
Cc1cc(N2C(=O)C(O)=C(C(=O)c3cccs3)C2c2cccc(Br)c2)no1 (stereo not drawn),-8,-1.1,2,-10,2,10,-13,-6,6
COc1ccc(NC(=O)CN2C(=O)NC3(CC(C)CC(C)(C)C3)C2=O)cc1S(=O)(=O)N1CCCCC1 (stereo not drawn),0,0.0,1,1,2,-1,-18,-4,0

# Additional structures
SMILES,CRFBP-R2 block,CRFBP-R2 agonist,TAAR1 ag,M5 antag,CHO-K1 Ca PAM,CHRM5 agonist,TAAR1 antagonist,M4 PAM,M5 PAM
Cc1cc(C)cc(Nc2ccc3nonc3c2[N+](=O)[O-])c1,-9,-1.1,-3,-3,0,-2,-3,-4,7
Cn1cnc2cc(NC(=O)c3ccco3)ccc21,0,0.4,4,-7,8,2,10,2,0
Cc1nn(-c2nc3ccccc3s2)c(N)c1-c1ccc(Cl)cc1,-13,-1.4,7,0,17,-2,-7,-2,4
CCOC(=O)c1cnc(-n2cc(C)cn2)nc1NCc1ccc2c(c1)OCO2,-21,0.0,-1,7,4,3,7,0,-8
COCCCn1c(-c2ccc(S(=O)(=O)N3CCOCC3)cc2)csc1=Nc1ccccc1,1,-0.6,10,11,10,1,-9,-14,-11
CCOC(=O)C1C(=O)OC(C)(C)C1C(C)C(=O)c1ccc(C)cc1 (stereo not drawn),2,0.0,5,0,7,-1,-25,-4,-5
CS(=O)(=O)N(Cc1ccc(C(=O)NC2CCCC2)cc1)c1ccccc1,10,-1.1,1,3,6,4,-23,7,3
CCc1nnc(NC(=O)CN2CCN(Cc3cccc(OC)c3)CC2)s1,6,1.3,4,0,-21,2,-2,-7,-4
Cn1nnc(NC(=S)NC(=O)c2cccc3c(Cl)cccc23)n1,3,-0.3,5,-12,20,-4,-2,-2,4
Cc1cc(F)ccc1NCc1ccccc1[N+](=O)[O-],41,2.1,3,-2,-7,-8,15,-5,1
COc1ccc(NC(=O)c2ccccc2NC(=O)CSc2ccc(Cl)cc2)cc1,-9,3.8,5,0,20,0,-12,6,0
C#CCOCCOCCOCCNc1nc(N2CCN(C(=O)C([C@@H](C)CC)n3cc(C(N)CC(C)C)nn3)CC2)nc(N2CCN(C(=O)[C@H](CCC(=O)O)n3cc(C(N)CC(C)C)nn3)CC2)n1 (stereo partly drawn),-3,-0.1,.,14,8,2,.,0,-2
CCNC(=S)N/N=C/c1cn(Cc2ccc(F)cc2)c2ccccc12,4,0.3,2,-1,21,-6,7,-10,-17
CC(Sc1nnnn1C)C(=O)NC1CCCc2ccccc21 (stereo not drawn),24,0.1,2,6,11,-4,8,-1,-4
Cc1cc(C)n2nc(SCC(=O)c3cccs3)nc2n1,6,-2.0,2,19,7,-1,-13,-10,-9
COc1ccc(C(=O)/C=C/Nc2ccc([N+](=O)[O-])cc2C)cc1OC,12,9.2,9,11,7,-10,-11,4,3
N=C1CCCN1c1ccccc1O,-6,5.4,7,6,-4,-12,-38,-5,3
O=C(CSc1nnc(NC2CCCCC2)s1)N1CCOCC1,1,0.8,0,-4,-4,-1,-17,11,6
CCN(CC)c1ccc(-n2cc3c(=O)n(C)c(=O)n(C)c3c2)cc1,-11,-1.1,6,5,17,-12,-8,2,4
CNS(=O)(=O)c1cccc(C(=O)OCC(=O)C23CC4CC(CC(C4)C2)C3)c1,-5,-0.3,10,-4,18,1,13,-7,-4
O=C(c1ccc(S(=O)(=O)N2CCCC2)cc1)N1CCN(Cc2ccc3c(c2)OCO3)CC1,-1,-1.3,6,-10,0,-3,10,-9,10
COC(=O)c1cn(-c2ccccc2)c(=O)c2ccccc12,12,0.8,-1,-1,18,-3,3,1,-8
CC(NC(=O)/C(=C/c1ccc(OC(F)F)cc1)c1ccccc1)c1ccccc1 (stereo not drawn),23,0.4,6,3,15,-1,4,-12,-8
CCc1nnc(NS(=O)(=O)c2ccc(N=Cc3c(C)[nH]n(-c4ccc(C)c(C)c4)c3=O)cc2)s1,32,-2.3,-2,2,-4,-3,9,6,4
COc1cccc(CNS(=O)(=O)c2ccc3c(c2)N(C)CCO3)c1,16,0.3,1,-9,14,0,-7,-1,3
Cn1cccc1CC(=O)N/N=C\c1cccs1,-1,-1.0,7,0,14,1,-10,2,2
CC(=O)Nc1nc(C)c(-c2nc3ccc([N+](=O)[O-])cc3[nH]2)s1,3,-0.5,1,4,2,-2,-16,6,1
Fc1ccc(NC(=S)N2CCCC2)cc1Cl,10,-4.8,0,3,5,-4,-4,-2,3
Cc1cc(C(=O)CN2C(=O)c3ccccc3S2(=O)=O)c(C)n1-c1ccccc1,30,1.4,1,1,13,-8,8,-3,-6
COc1ccc(NC(=O)[C@@H]2CCCN2S(=O)(=O)c2ccc(Cl)cc2)cc1,4,-4.7,1,-6,-8,3,-13,-3,3

# High-throughput results: PubChem BioAssay, several laboratories
